Screening data deposited in PubChem BioAssay by several laboratories.
DAGLB inhibitor: blocks human DAGLB lipase activity; Q8NCG7; HEK293T DAGLB membrane lysate, EnzChek fluorogenic substrate; inhibition, % at 5.17 µM; hit rate 0.059% among 340,000; in the data active means inhibition above about 34%;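 further: 0% = enzyme with vehicle and 100% = wells lacking enzyme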
Arr AP2 block: blocks beta-arrestin peptide binding to AP2 adaptin; FITC-arrestin peptide / GST-AP2 beads, flow cytometry; AP2 beta2 appendage carries R879A mutation; inhibition, % at 10 µM; hit rate 0.31% among 340,000;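 active means inhibition above a set limit, near 3 SD of compounds lacking own fluorescence, cut at about 54% in these data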;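 further: plate controls were DMSO wells for no effect and 5 µM unlabelled arrestin peptide for full effect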
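Measured by: flow cytometry, FL1 (488/535 nm); Material: AP2 appendage R879A on GSH beads; Evaluation: percent response; Timing: pre-incubation 12 min, peptide binding 1 h, room temperature; Also added: 50 nM FITC-arrestin peptide; Medium: PBS with 0.05% Tween 20 and 0.1% BSA.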
OPRM1-OPRD1 ag: agonists of human mu-delta opioid receptor heterodimerization | cells, OPRM1-OPRD1 heterodimerization, luminescence | activation, % at 9.3 µM | hit rate 0.3% among 340,000; in the data active means activation above about 18%;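 further: 0% = vehicle-treated cells and 100% = reference agonist; values of inactives mirror those of a sister screen read the other way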
HTR5A inv ctr: counter-screen for OPRM1-OPRD1 inverse agonists: human HTR5A inverse agonism; hit rate 0.083% among 340,000; HTR5A cell line, luminescence; inhibition, % at 9.3 µM; in the data active means inhibition mostly above about 23%, no sharp cut-off; inactive means mostly below about 18%;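 further: 0% = cells with DMSO and 100% = no-cell wells with DMSO; some compounds called inactive have numbers as strong as hits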
Target sequence (P47898 whole entry, looked up): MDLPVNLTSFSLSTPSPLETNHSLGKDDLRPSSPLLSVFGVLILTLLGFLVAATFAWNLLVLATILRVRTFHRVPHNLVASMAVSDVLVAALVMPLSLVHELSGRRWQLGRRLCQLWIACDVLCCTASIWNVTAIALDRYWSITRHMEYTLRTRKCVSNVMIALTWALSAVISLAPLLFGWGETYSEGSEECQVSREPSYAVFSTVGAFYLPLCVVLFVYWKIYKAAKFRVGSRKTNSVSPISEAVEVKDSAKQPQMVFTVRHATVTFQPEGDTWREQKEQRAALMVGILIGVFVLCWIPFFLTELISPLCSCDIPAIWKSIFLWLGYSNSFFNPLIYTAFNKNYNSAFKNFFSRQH
Pemphigus Ab inh: blocks pemphigus antibody binding to human desmoglein-3. DSG3-coupled beads, scFv-anti-DSG3-GFP binding, flow cytometry; active compounds read low. AID 588358. binding (percent of control), % at 10 µM. hit rate 0.48% among 310,000;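 active means binding more than 3 SD below its plate's average and above zero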;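 further: hits lower antibody fragment binding to DSG3; some compounds called inactive have numbers as strong as hits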
MOR-DOR inv ag: inverse agonists of human mu-delta opioid receptor heterodimerization; P35372+P41143; cell-based MOR-DOR heterodimer luminescence, inverse agonism; inhibition, % at 9.3 µM; hit rate 0.21% among 340,000; AID 504357; in the data active means inhibition above about 22%, passing the limit was not always enough;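 further: 0% = cells with DMSO and 100% = wells without cells with DMSO; values of inactives mirror those of a sister screen read the other way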
V-ATPase pH: alters yeast V-ATPase proton transport; S. cerevisiae, pHLuorin cytosolic pH fluorescence; response, % at 10 µM; hit rate 0.37% among 350,000; AID 504577; in the data active means response mostly above about 7.3%, no sharp cut-off; inactive means mostly below about 5.4%; further: actives read high; inactives centre near 0; some compounds called inactive have numbers as strong as hits; reference of the scale not given here
HTR5A ag ctr: activates human HTR5A in OPRM1-OPRD1 agonist counter-screen; AID 504692; HTR5A agonist assay, luminescence, cell-based; P47898; hit rate 0.61% among 340,000; activation, % at 9.3 µM; in the data active means activation mostly above about 9.5%, no sharp cut-off; inactive means mostly below about 7.6%;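 further: 0% = cells with vehicle only and 100% = reference agonist; strong numbers were not always called active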
PKA-R1A activ: activates the PKA-R1A holoenzyme complex | P00514+P68181 | PKA-R1A dissociation, Cy5-IP20 fluorescence polarization; scaled: DMSO 0%, 113 µM cGMP 100% | hit rate 0.083% among 340,000 | activation, % at 11.4 µM;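 active means percent activation above the mean of all tested compounds plus 3 SD, cut at about 19% in these data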;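 further: higher means more PKAc released from R1A so a rise in polarization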
PKA-R2B activ: activators of human PKA-R2B complex; P22694+P31323; PKA-R2B holoenzyme dissociation, Cy5-IP20 fluorescence polarization; R2B truncated from residue 108, S112A mutant; 0% DMSO only, 100% 113 µM cGMP; activation, % at 11.4 µM; hit rate 0.079% among 340,000;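 active means activation above a cutoff set at the mean over all compounds plus 3 SD, cut at about 18% in these data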;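 further: higher means more holoenzyme dissociation and a rise in polarization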
Target sequence (P31323 whole entry, looked up, other chains not shown, the tested form may be a part): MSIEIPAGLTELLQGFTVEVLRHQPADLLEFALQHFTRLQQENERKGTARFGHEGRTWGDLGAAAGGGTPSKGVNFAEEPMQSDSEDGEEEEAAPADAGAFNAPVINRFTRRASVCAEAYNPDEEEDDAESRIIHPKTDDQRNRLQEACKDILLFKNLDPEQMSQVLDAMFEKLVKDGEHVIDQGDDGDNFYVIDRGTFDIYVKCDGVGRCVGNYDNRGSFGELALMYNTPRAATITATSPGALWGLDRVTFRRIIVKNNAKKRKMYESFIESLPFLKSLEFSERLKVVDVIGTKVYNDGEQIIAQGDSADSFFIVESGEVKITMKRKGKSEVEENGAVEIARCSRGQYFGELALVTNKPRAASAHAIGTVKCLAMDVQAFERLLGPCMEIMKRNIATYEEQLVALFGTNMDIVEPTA
Active calls of the source: *; nt = not tested or not shown. Rows were taken by chance (roughly 2.4% active in at least one column).

SMILES	DAGLB inhibitor	Arr AP2 block	OPRM1-OPRD1 ag	HTR5A inv ctr	Pemphigus Ab inh	MOR-DOR inv ag	V-ATPase pH	HTR5A ag ctr	PKA-R1A activ	PKA-R2B activ
COc1ccc(-c2csc(NC(=O)CS(=O)(=O)c3ccccc3)n2)c(OC)c1	4	nt	nt	nt	98	nt	0	nt	3	4
O=C(/C=C/c1cccs1)c1ccc([N+](=O)[O-])cc1	0	-1	3.7	15	85	-19	-1	4	-1	6
C=CCc1cccc(/C=N/NC(=O)c2ccc3nc[nH]c3c2)c1O	4	41	1.5	-28	131	-8	-2	7	5	4
CCC(c1nnnn1CCc1ccccc1)N1CCN(C(=O)c2ccco2)CC1 (configuration not stated)	-4	4	0.1	-19	104	-1	-5	4	-11	-3
C=CCOC(=O)C1=C[C@@H](c2ccc(C(F)(F)F)cc2)C[C@@H](OCc2ccc(CO)cc2)O1	-7	2	0.3	7	106	-2	-4	-3	0	0
CCN(CC(=O)Nc1c(F)cccc1F)C(=O)C1CCN(S(=O)(=O)c2ccc(C)c(C)c2)CC1	4	21	0.9	-10	102	-5	8	4	-5	0
O=C(NC(=S)Nc1sc2c(c1C(=O)O)CCCC2)c1ccccc1	17	12	-1.0	3	105	5	4	-1	0	6
COc1ccc(-n2cc(C#N)c(=O)n(Cc3ccc(F)cc3)c2=O)cc1	-1	2	-3.3	9	102	18	-2	-3	-2	-11
Cc1ccc(N(CC(=O)NC(C)(C)C)C(=O)CS(=O)CC(=O)Nc2ccc3c(c2)OCO3)cc1 (configuration not stated)	-2	22	-1.4	-18	97	7	5	-3	9	-8
CSc1nnnn1-c1c(C)cc(C)cc1C	-1	-1	0.0	-28	102	0	17	0	8	-2
Cc1nc(-c2ccc(C(=O)Nc3ccccc3F)cc2)cs1	-1	-4	2.3	-5	106	-17	3	2	-6	-4
COc1cc(/C=C2\C(=N)N3N=C(S(C)(=O)=O)SC3=NC2=O)cc(OC)c1OCCOc1ccccc1C	-1	-2	-1.7	-3	85	9	6	1	3	0
CCN(C(=O)COC(=O)/C=C/c1cnc2ccccc2n1)c1ccccc1	-1	6	-2.3	-5	97	12	0	4	-4	-4
CCNCc1ccccc1OCc1ccccc1	0	-1	-0.9	-7	105	6	-2	3	1	-18
CN1CCC(N(C)C(=O)COc2ccccc2-c2ccccc2)CC1	2	0	-0.1	0	102	1	-1	1	-10	-13
O=C1c2ccccc2CCC12OC2c1ccc([N+](=O)[O-])cc1 (configuration not stated)	-2	nt	nt	nt	100	nt	-3	nt	-1	11
CCc1ccc[n+](-c2nc([O-])sc2C=O)c1	1	-2	-1.6	-13	107	8	-2	3	0	-5
N#Cc1ccccc1COC(=O)c1ccc2c(c1)OCO2	-5	-3	1.6	-31	nt	-7	2	11	-7	1
CN1CCN(S(=O)(=O)c2ccc(N(C)Cc3cccc(F)c3)nc2)CC1	2	23	-1.6	-5	99	7	8	2	-1	4
CC(=O)c1sc2nc(CSc3nnnn3-c3ccccc3)[nH]c(=O)c2c1C	5	-14	-2.1	-13	94	10	-1	5	1	5
COc1cccc(CCC2C(=O)CCCC2=O)c1	1	1	-2.2	-4	91	11	4	1	4	0
CC1(c2ccccc2)NC(=O)N(N)C1=O (configuration not stated)	1	15	-1.1	-2	104	5	1	1	-11	-1
COc1ccc(NC(=O)CSc2nncc3ccccc23)cc1	1	-9	0.7	29	110	-3	-3	0	-4	4
CC(=O)c1ccc(N2CCN(c3ccc(S(=O)(=O)N4CCN(C)CC4)cn3)CC2)cc1	1	-2	-1.7	-1	104	9	0	0	-4	-5
Cn1nccc1C(=O)Nc1nnc(C2CC2)s1	4	-7	-0.4	-12	101	2	1	3	-7	-6

Results in DAGLB inhibitor, for some of the entries so far:
Molecule | DAGLB inhibitor
COc1cccc(CCC2C(=O)CCCC2=O)c1 | 1
CC1(c2ccccc2)NC(=O)N(N)C1=O (configuration not stated) | 1

Following part:
SMILES	DAGLB inhibitor	Arr AP2 block	OPRM1-OPRD1 ag	HTR5A inv ctr	Pemphigus Ab inh	MOR-DOR inv ag	V-ATPase pH	HTR5A ag ctr	PKA-R1A activ	PKA-R2B activ
Cc1cc(C)cc(CSCC(=O)N/N=C/c2ccc(OCC(=O)NCc3ccco3)cc2)c1	-2	2	0.8	3	nt	-5	2	0	-6	-12
c1ccc2c(C3OCC4(CCCC4)CO3)cccc2c1	-20	nt	nt	nt	104	nt	-4	nt	5	3
CN(C)S(=O)(=O)c1ccc(N2CCCC2)c(C(=O)N2CCN(S(=O)(=O)c3ccc(F)c(F)c3)CC2)c1	1	12	-0.6	5	112	2	-1	-2	-7	-18
CN(CC(=O)Nc1ccc(F)cc1)C(=O)COC(=O)c1cccc(N(C)C)c1	1	-3	-2.4	2	108	10	0	-1	2	0
N#CCSc1ncnc2sc3c(c12)CCC3	-2	12	-1.6	-13	nt	9	1	5	-9	-5
CCCC(NC(=O)c1ccc(Br)o1)c1nc2ccccc2[nH]1 (configuration not stated)	-1	20	-0.6	-8	nt	3	2	3	-2	-3
Cc1cc(-c2ccc(C)c(S(=O)(=O)N3CCN(c4ccc(F)cc4)CC3)c2)on1	-2	-10	-0.5	13	nt	3	-4	1	1	6
O=C(CNC(=O)/C(=C/c1ccccc1)NC(=O)c1ccc(Br)cc1)OCc1ccccc1	-3	nt	2.5	-4	104	-11	1	5	3	-1
COC(=O)c1sc(NC(=O)COc2cccc(C)c2)nc1C	-12	0	0.9	-10	108	-5	0	1	-4	6
C=CCn1c(C)cc(-c2csc(NC(=O)C3CCN(c4ncnc5sc(C)c(C)c45)CC3)n2)c1C	2	2	-3.0	-13	98	12	-3	-2	-3	5
COc1cc(-c2nc3n(n2)C(c2ccncc2)C2=C(CCCC2=O)N3)cc(OC)c1OC (configuration not stated)	2	-3	-2.5	-22	100	13	-2	9	1	4
CC(=O)CCc1oc2ccc(C)cc2c1-c1ccccc1	-9	-3	8.9	20	nt	-44	-1	-8	8	-7
Cc1cc(C(=O)COc2cccc(-n3cnnn3)c2)c(C)n1-c1ccccc1	-2	25	-0.3	-24	100	2	0	8	-15	0
Cc1cccc(C)c1-n1c(C)cc(/C=N\Nc2ccc([N+](=O)[O-])cn2)c1C	17	-7	0.3	13	nt	-2	-2	-5	-8	-1
Cc1cc(C)cc(OCCCOc2cccc3cccnc23)c1	-19	7	4.7	-6	113	-21	-10	2	-6	-6
CC1Cc2cc(-c3csc(NC(=O)CCl)n3)ccc2N1C(=O)C1CC1 (configuration not stated)	0	16	-0.8	6	101	4	0	-2	-8	-2
COc1ccc(N2CCCn3c2nc2c3c(=O)n(Cc3ccc(F)cc3)c(=O)n2C)c(OC)c1	0	8	0.4	-19	117	-2	-1	-2	4	4
Cc1cccc(NC(=O)c2sc(NC(=O)c3ccco3)c(C#N)c2C)c1C	7	-3	1.2	-7	103	-7	0	3	1	-7
Cn1c(N2CCN(S(=O)(=O)c3ccc(F)cc3)CC2)nc2ccccc21	0	2	-2.1	17	101	10	2	-1	-4	6
Cc1cc(C)n(-c2ccc(S(=O)(=O)N3CCOCC3)cc2[N+](=O)[O-])n1	-2	-2	-0.7	-5	96	4	-2	1	-11	1
CS(=O)(=O)N(CC(=O)NCC1CCCO1)Cc1ccc(Cl)cc1 (configuration not stated)	-4	25	-2.9	-15	101	12	-2	7	0	2
COC(=O)[C@H](C)[C@@H]1C[C@@]1(C)[C@@H](NC(=O)OCc1ccccc1)c1ccccc1	-6	14	-1.0	-21	97	6	10	7	-5	-13
CCCCOc1c(C(=O)Nc2ccccc2)nnn1-c1ccccc1	-6	-15	0.6	-7	100	-3	1	3	5	6
O=C(O)c1cccc(CSc2nc(-c3ccccc3)cc(C(F)(F)F)n2)c1	7	12	-0.1	-30	108	1	1	5	-8	-2
CC(Cc1c[nH]c2ccccc12)C(=O)NCc1ccco1 (configuration not stated)	-4	17	-1.4	2	100	6	6	-1	2	-10
Next section
SMILES	DAGLB inhibitor	Arr AP2 block	OPRM1-OPRD1 ag	HTR5A inv ctr	Pemphigus Ab inh	MOR-DOR inv ag	V-ATPase pH	HTR5A ag ctr	PKA-R1A activ	PKA-R2B activ
C=CCn1c(SCC(N)=O)nc2nc3c(cc2c1=O)COC(C)(C)C3	2	0	-0.8	4	85	4	6	-1	-8	-3
Cc1ccc(C)c(C(=O)CN2C(=O)c3ccccc3S2(=O)=O)c1	-1	-9	0.5	-13	94	-3	3	6	-3	4
CN1CCN(C2=Cc3ccccc3Sc3cc(F)ccc32)CC1	3	-3	2.8	5	nt	-17	7	-1	-8	-3
C[C@H](O)[C@@H]1C(=O)N2CCc3c([nH]c4ccccc34)[C@@H]2C[C@@H]1N(C)C(=O)Nc1cc(Cl)cc(Cl)c1	3	nt	nt	nt	98	nt	2	nt	-9	-4
COC(=O)c1cc(=O)n2c(-c3ccc(OC)cc3)csc2n1	0	-4	-1.8	6	106	10	-3	-2	2	4
CSc1cccc(NC(=O)c2[nH]c(C)c(C(C)=O)c2C)c1	-2	4	3.0	13	nt	-23	-3	-5	-7	-14
Cn1nnnc1SCCNC(=O)C1CCC(=O)N(CCc2ccccc2)C1 (configuration not stated)	1	3	-1.2	11	99	6	1	-1	-2	7
O=C(CSc1n[nH]c(=O)[nH]c1=O)Nc1c(Cl)cc(Cl)cc1Cl	4	19	0.1	-7	93	-1	13*	2	7	6
Cn1c(SCC(=O)NCc2cccs2)nnc1-c1ccc(S(=O)(=O)N2CCCC2)cc1	2	-1	-0.5	-1	99	3	3	5	-9	-4
CN(C)c1ccc(/C=N/N2C(=S)SC(C)(C)C2N(O)C(=O)Nc2ccc([N+](=O)[O-])cc2)cc1 (configuration not stated)	5	-1	-1.0	-44	95	6	3	-3	-17	6
Cc1ccccc1NC(=O)c1cnn(-c2ccccc2)c1NC(=O)c1ccco1	-3	8	-0.5	20	104	3	2	2	-3	-7
CC(CCc1ccccc1)NCc1ccncc1 (configuration not stated)	0	24	0.0	37	98	0	1	0	-10	-7
Cc1ccc(S(=O)(=O)[N-]c2nc3ccccc3nc2-[n+]2cc(C)cc(C)c2)cc1	0	-9	-2.7	3	nt	13	-3	-3	-9	2
Cn1c(CSCc2ccccc2)n[nH]c1=S	0	-4	-3.1	7	114	16	-1	0	-9	-4
COc1ccc(-n2c(C)nc3c(cnn3-c3ccccc3)c2=O)cc1	1	6	2.1	-11	105	-12	0	2	7	-6
Cc1nc(C)c(-c2csc(N)n2)s1	4	9	0.7	12	90	-3	-1	-5	-8	-4
CCc1nnc(NC(=O)CSc2nnc(-c3ccoc3C)n2-c2ccccc2)s1	-4	0	-2.4	-28	105	13	-2	1	14	6
Cc1cc(CN(C)C(=O)c2ccc(OC3CCN(S(=O)(=O)N(C)C)CC3)cc2)n[nH]1	0	0	-4.4	13	103	22	2	-1	-12	-8
Cc1ccn2c(CNCc3cnn(C)c3)c(C(=O)N3CCCCCC3)nc2c1	-1	2	1.8	3	115	-9	2	-1	1	0
COCCCN1C(=O)c2ccc(C(=O)NCCc3ccccc3)cc2C1=O	2	15	-1.7	-2	98	8	-4	0	-8	-1
CCC(CC)c1nnc(NC(=O)CCc2ccccc2)s1	3	-4	6.3	-29	106	-35	0	5	-11	1
